DRD3 agonist – qHTS of D3 Dopamine Receptor Agonist: qHTS. max activation, %. D3R DiscoveRx beta-arrestin cells, luminescence, 90 min. hit rate 0.58% among 410,000. D(3) dopamine receptor (Homo sapiens), P35462; in the data active means max activation above about 30%; further: 0% is about no effect; mostly tested at two doses, the higher about 12 µM
Target sequence (P35462 whole entry, looked up): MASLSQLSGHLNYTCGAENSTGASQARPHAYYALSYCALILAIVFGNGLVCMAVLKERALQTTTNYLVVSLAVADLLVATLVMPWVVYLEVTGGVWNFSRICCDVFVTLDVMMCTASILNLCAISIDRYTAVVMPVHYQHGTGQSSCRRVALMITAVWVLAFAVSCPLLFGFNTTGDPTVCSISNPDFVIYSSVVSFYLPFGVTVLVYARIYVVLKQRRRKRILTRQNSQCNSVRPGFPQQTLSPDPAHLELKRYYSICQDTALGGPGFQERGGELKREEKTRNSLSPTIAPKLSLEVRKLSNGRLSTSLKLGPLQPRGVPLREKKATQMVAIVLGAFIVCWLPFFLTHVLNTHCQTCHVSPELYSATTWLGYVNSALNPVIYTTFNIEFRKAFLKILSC
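Agonist mode: compounds and dopamine controls were applied to plated cells for 90 min at 37 degrees C after an overnight attachment at 1500 cells/well. Luminescent read-out followed 30 - 60 minutes at room temperature with DiscoveRx detection reagent.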
KB-3-1 tox – qHTS assay for MDR1-selective chemotherapeutics: Primary screen using the parental adenocarcinoma cell KB-3-1. Potency, µM (doses to about 46.1 µM), for the others: top-dose activity change, negative = cytotoxic, hits mostly cytotoxic. hit rate 1.4% among 400,000. KB-3-1 viability, CellTiter-Glo ATP luminescence, 72 h. AID 1347075, 2019; further: potency means the concentration at half of the fitted maximal effect; on the % scale 0 is the no-effect control and ±100 the full control effect; nearly all actives have a fitted effect of over 60% in size
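Cytotoxicity measured as CellTiter-Glo luminescence after 72 h at 37 C. Compound titrations were pinned onto drug-naive KB-3-1 parental adenocarcinoma cells grown in DMEM with 10% FBS, and normalized data fitted to concentration-response curves.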
DRD3 antagonist – qHTS of D3 Dopamine Receptor Antagonist: qHTS. D(3) dopamine receptor (Homo sapiens), P35462. D3R cells, DiscoveRx beta-arrestin luminescence, antagonist mode; stronger effect = lower value. max response, negative = inhibition, %. hit rate 2.5% among 360,000; in the data active means max response below about -50%; inconclusive means no clear call, values can overlap the other calls; further: on the % scale 0 is the no-effect control and ±100 the full control effect; mostly tested at two doses, the higher about 12 µM
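Cells plated overnight at 1500 cells/well, then exposed to library compounds with dopamine controls for 90 minutes at 37 degrees C. DiscoveRx reagent added for 30–60 minutes at room temperature; luminescence read, quantitative HTS format.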
SW480 rereplic – A quantitative high throughput screen for small molecules that induce DNA re-replication in SW480 colon adenocarcinoma cells | hit rate 1.8% among 340,000 | Potency, µM (series often up to 46.1 µM), for inactives: top-dose re-replication activation, most hits filed as activators | SW480 DNA re-replication, Hoechst DNA content imaging, 48 h | AID 624297, 2012; further: potency means the concentration at half of the fitted maximal effect; % of control where 0% means no effect; nearly all actives have a fitted effect of over 55% in size
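Readout is total intensity of Hoechst-stained nuclei, excited at 405 nm and collected at 500-530 nm. Compound treatment lasted 48 hr at 37 C in 5% CO2 before staining.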
IL-1B inflam inh – qHTS for Inhibitors of Inflammasome Signaling: IL-1-beta AlphaLISA Primary Screen. THP-1 LPS/ATP IL-1B secretion, AlphaLISA, 16 h; stronger effect = lower value. activity change, % at 57.5 µM. hit rate 4.7% among 360,000. AID 743279, 2014; in the data active means activity change below about -50%; inconclusive means mostly about -30% to -49%; further: on the % scale 0 is the no-effect control and ±100 the full control effect
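THP-1 cells pretreated 1 hr with compounds (up to 57.5 uM final), then stimulated with LPS (250 ng/mL final) plus ATP (1.25 mM final); secreted IL-1B measured by AlphaLISA after 16 hr, decreased signal indicating inhibition.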
KB-V1 MDR tox – qHTS assay for MDR1-selective chemotherapeutics: Primary screen using the drug-selected MDR subline cells KB-V1; KB-V1 MDR cells viability, CellTiter-Glo, 72 h; Potency, µM (titrated, usually from 46.1 µM), inactives show at the top dose activity change, negative = cytotoxicity, hits mostly cytotoxic; hit rate 3.4% among 400,000; AID 1347076, 2019; further: potency means the concentration at half of the fitted maximal effect; on the % scale 0 is the no-effect control and ±100 the full control effect; nearly all actives have a fitted effect of over 60% in size
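Following 72 h at 37 degrees C with compound, KB-V1 cell viability was read by CellTiter-Glo luminescence, medium being phenol-red-free DMEM plus 10% FBS; concentration-response parameters came from normalized, curve-fitted qHTS data.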
HT1080 IDH1KD tx – qHTS for induction of synthetic lethality in tumor cells producing 2HG: qHTS for the HT-1080-IDH1KD cell line; hit rate 2% among 360,000; Potency, µM (highest dose often 46.1 µM), for the others: at the highest dose activity, negative = toxicity, usual class: cytotoxic; HT-1080 IDH1 knockdown viability, ATP luminescence, 48 h;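 further: potency means the concentration at half of the fitted maximal effect; 0% = DMSO wells and -100% = cell-free medium wells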
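Knockdown cells (IDH1KD HT-1080) received compounds 2 h after plating at 750 cells/well and were kept 48 h at 37 °C in 5% FBS RPMI. A CellTiter-Glo luminescence read gave % activity for curve fitting.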
GLP-1R agonist – qHTS of GLP-1 Receptor Agonists. Glucagon-like peptide 1 receptor (Homo sapiens), P43220. HEK293 GLP-1R CRE-luciferase, luminescence, 4-6 h; cells express a hypersensitive GLP-1R form. Potency, µM (highest dose often 45.6 µM), for inactives: at the top dose activation, actives largely listed as activators. hit rate 0.007% among 380,000. AID 624172, 2012; further: potency means the concentration at half of the fitted maximal effect; % of control where 0% means no effect
Target sequence (P43220 whole entry, looked up): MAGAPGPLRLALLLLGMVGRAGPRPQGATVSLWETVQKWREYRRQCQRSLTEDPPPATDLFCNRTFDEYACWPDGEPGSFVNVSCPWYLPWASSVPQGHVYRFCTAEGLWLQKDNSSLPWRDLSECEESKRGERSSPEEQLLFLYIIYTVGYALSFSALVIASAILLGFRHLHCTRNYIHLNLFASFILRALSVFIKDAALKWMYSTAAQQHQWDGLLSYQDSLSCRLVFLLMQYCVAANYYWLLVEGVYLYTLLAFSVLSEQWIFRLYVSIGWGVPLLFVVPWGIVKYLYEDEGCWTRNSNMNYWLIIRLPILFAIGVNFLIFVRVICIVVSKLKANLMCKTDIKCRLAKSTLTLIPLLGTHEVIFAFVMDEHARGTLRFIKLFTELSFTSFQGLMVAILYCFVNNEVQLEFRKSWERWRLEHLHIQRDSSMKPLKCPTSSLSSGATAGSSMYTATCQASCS
HT1080NT lethal – qHTS for induction of synthetic lethality in tumor cells producing 2HG: qHTS for the HT-1080-NT fibrosarcoma cell line | HT-1080-NT fibrosarcoma viability, CellTiter-Glo ATP luminescence, 48 h | Potency, µM (highest dose often 46.1 µM), inactives show top-dose activity, negative = less viability, hits mostly cytotoxic | hit rate 1.6% among 360,000 | AID 686970, 2013;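 further: NT is the 2HG producing partner of a matched IDH1 knockdown line; potency means the concentration at half of the fitted maximal effect; 0% = DMSO-treated cells and -100% = media-only wells without cells; nearly all actives have a fitted effect of over 55% in size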
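Toxicity toward the 2HG-producing NT line was scored as %Activity, normalised to DMSO and no-cell wells, from CellTiter-Glo luminescence after 48 hours' treatment.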
Numbers without * were called inactive; ? = inconclusive; / = not tested or not shown; & = joins results of further samples; ! = a repeat was not active; [ ] = another dose, or the depositor's remark. Unless noted, the call rests on the fitted dose curve; in most records, active means well fitted curve in the direction sought with a large enough effect; inconclusive means small, poorly fitted or top-dose-only effect, or another doubt; inactive means no such curve, though single readings can be large; an effect the other way counts as inactive or inconclusive. Random draw from the library; about 12% have a hit in one of these screens.

SMILES	DRD3 agonist	KB-3-1 tox	DRD3 antagonist	SW480 rereplic	IL-1B inflam inh	KB-V1 MDR tox	HT1080 IDH1KD tx	GLP-1R agonist	HT1080NT lethal
COc1ccc(C)cc1S(=O)(=O)N(CC(=O)Nc1cccc([N+](=O)[O-])c1)c1ccc(C)c(C)c1	-17	9%	-23	?	-3	?	-2%	-12%	-2%
Cc1nnc(SCC(=O)NNC(=O)COc2ccc(Cl)cc2)s1	1	0%	4	-9%	4	6%	8%	-4%	9%
O=[N+]([O-])c1ccc(O)c(Nc2ncnc3ccc(Br)cc23)c1	9	?	10	?	27	0%	?	11%	?
O=C(CSc1ncnc2c1cnn2-c1ccccc1)Nc1ccc2c(c1)OCO2	6	-10%	-1	11%	-5	0%	0%	8%	-3%
COCc1c(Br)c(C)[nH]c(=O)c1C#N	2	-1%	4	2%	5	-7%	13%	-1%	0%
Cc1ccnc(SCCn2c(N3CCN(c4ccccc4)CC3)nc3c2c(=O)[nH]c(=O)n3C)n1	6	?	77	-6%	-1	-2%	-13%	9%	-20%
CCOC(=O)CN(C(=O)CSc1nnc2c(n1)[nH]c1ccc(F)cc12)c1ccccc1	-10	0%	-60*	-10%	?	?	-18%	-1%	-12%
COc1ccc(Cl)cc1CN1C(=O)NC2(CCCCCC2)C1=O	-4	11%	-28	-5%	3	-29%	?	13%	?
CSc1nc(C)cc(Oc2ccc(=O)n(C)n2)n1	-6	10%	-14	1%	-1	-2%	4%	-1%	1%
COc1ccc(-c2cn[nH]c2N)cc1	-4	-2%	2	2%	-14	12%	-6%	-1%	-6%
Cc1noc(C)c1COc1cccc(C(=O)Nc2ccccc2)c1	1	4%	-3	-23%	-15	11%	13%	16%	3%
CCOC(=O)C1=C(COC(=O)C2(C)CC2(Cl)Cl)NC(=O)NC1c1ccccc1 (stereo not drawn)	-6	1%	-3	-80%[inhibitor]	0	17%	6%	-7%	5%
CC(=O)c1ccc(-c2cnc3c(NC=O)cc(-c4cnn(C)c4)cn23)cc1	-3	?	4	/	?	?	?	13%	?
Cc1cs/c(=N\N=C\c2ccccc2)n1Cc1ccco1	-4	?	5	-4%	8	16µM*	2%	15%	0%
CC(=O)Nc1sc(/C(C#N)=C\c2cccc(Cl)c2)nc1-c1ccc(C)cc1	-6	10%	2	/	18	?	-23%	2%	-10%
CCS(=O)(=O)NCC(c1cccnc1)N1CCN(c2ccc(OC)cc2)CC1 (stereo not drawn)	6	-22%	9	?	10	-19%	12%	-4%	19%
CN1CCN(C(=O)c2cnn(-c3ccccc3)c2NC(=O)c2cccs2)CC1	0	?	9	-4%	-1	2%	4%	-2%	8%
CC(=O)Nc1ccc(NC(=O)Nc2cccc3ccccc23)cc1	-3	14%	-18	4%	-11	24%	14%	1%	11%
CC(=O)/C(=N\Nc1ccccc1Cl)Sc1cccc2cccnc12	8	-1%	-7	?	-16	?	?	27%	21µM*
CCN(CC)C(=O)CSc1nnc(NC(=O)CCc2ccccc2)s1	2	-2%	5	5%	13	-22%	7%	11%	5%
C/C(N)=C(/C#N)C(=O)CSc1nnc(Nc2c(C)cccc2C)s1	13&6	-6%&0%	15&6	-7%&-17%	19&12	1%&9%	-13%&7%	14%&-4%	-4%&6%
CCOc1cccc(C(=O)Nc2ccc3ccccc3c2)c1	3	-22%	2	24%	-17	?	-24%	-3%	-14%
CN(CCc1ccccc1)C(=O)CCc1nnc(Cc2ccc3c(c2)OCO3)o1	-3	9%	-5	0%	11	?	6%	6%	3%
Cc1c(C)n(CCO)c2ncnc(Nc3ccc(F)cc3)c12	-2	9%	3	0%	3	3%	5%	21%	6%
COC(=O)C(Cc1ccccc1)NC(=O)CCCC(=O)NCc1cccc(OC)c1 (stereo not drawn)	-1	16%	-6	-9%	12	4%	4%	-3%	5%
CCCOC(=O)C1=C(C)NC(=O)NC1c1cccc2ccccc12 (stereo not drawn)	-8	-8%	-14	10%	1	-2%	0%	-3%	0%
Cc1ccc(NC2CC(=O)N(c3cccc([N+](=O)[O-])c3)C2=O)cc1 (stereo not drawn)	2	14%	5	-3%	-9	8%	24%	1%	5%
CN(/N=C/c1ccco1)C1=NS(=O)(=O)c2ccccc21	7	6%	9	-19%	-19	8%	-6%	12%	15%
O=C(NCC1CCOCC1)c1cc(COc2cccc(C(F)(F)F)c2)on1	5	-11%	7	-8%	-15	-11%	?	-2%	-12%
Cc1cc(C)c(C(=O)NC2CCCc3c2cnn3-c2ccc(C)c(C)c2)c(=O)[nH]1 (stereo not drawn)	1	-2%	2	-2%	8	?	-20%	0%	-8%
CCOc1c(Cl)cc(Cl)cc1CNCCNCCO	-17	15%	?	8%	-4	5%	-24%	-5%	?
COc1cccc(NC(=O)CN(C)C(=O)CCCc2nc3ccccc3s2)c1	-13	1%	-21	-1%	19	?	6%	-1%	0%
COC(=O)C(NNc1ccc(F)cc1)(NC(=O)c1ccccc1)C(F)(F)F (stereo not drawn)	3	0%	6	-6%	-2	18µM*	-18%	0%	-10%
Cc1ccccc1NC(=S)N(CCN1CCOCC1)Cc1ccccc1F	5	-2%	18	0%	4	-4%	23%	1%	13%
CCOC(=O)C1(Cc2cccc(Cl)c2)CCCN(C(=O)c2ccc(COC)s2)C1 (stereo not drawn)	0	-21%	-8	3%	?	?	-14%	0%	-6%
COc1cc(NC(=O)Cc2c(C(=O)O)n(C)c3ccccc23)cc(OC)c1OC	2	18%	5	-16%	16	6%	1%	7%	5%
COc1cccc(/C(O)=C2/C(=O)C(=O)N(CCCN3CCOCC3)C2c2ccncc2)c1 (stereo not drawn)	3	5%	29	-7%	-6	-1%	-1%	-9%	0%
Cc1[nH]nc(SCC(=O)NC(C)c2ccccc2)c1[N+](=O)[O-] (stereo not drawn)	-4	5%	24	1%	2	-22%	-6%	16%	-9%
Cc1cc(NC(=O)c2nn3cccnc3c2Cl)no1	14	25%	-12	-5%	6	15%	7%	-13%	4%
COc1ccc(C(=O)N2C(=S)NC(=O)/C2=C\c2ccc(C)cc2)cc1	-2	21%	5	7%	-8	6%	5%	-9%	0%
CC(C)(C)c1ccc(OCC(=O)Nc2ccncc2)cc1	1	9%	12	-7%	-16	0%	-15%	1%	-15%
CC(=O)c1ccc(OC(=O)CCc2nc3ccccc3s2)cc1	9	2%	-1	-1%	4	-1%	-5%	-3%	-3%
COC(=O)c1ccc(N2CCN(S(=O)(=O)c3ccc(C)cc3)CC2)c([N+](=O)[O-])c1	2	19%	12	-4%	8	-8%	-9%	0%	-14%
CC(C)N(CCCNC(=O)Cn1ncc2c([nH]c3ccccc32)c1=O)Cc1ccccc1	-4&8	0%&3%	10	-4%	-3	-5%&-14%	1%	3%	-1%
Cc1ccc(NC(=O)CSc2nnnn2C2CC2)cc1S(=O)(=O)N1CCOCC1	2	-5%	?	-2%	33	-18%	-1%	-15%	-4%
O=C(O)c1cccc(N2C(=O)C=CC2=O)c1	8	-2%	-7	/	0	11%	0%	-4%	16%
O=C(CCSCc1ccccc1Cl)N1CCN(c2cccc(Cl)c2)CC1	6&24	1%&-15%	15	22%	-16	21µM*!	-2%	16%	-17%
O=C(NNC(=S)NC1CC2C=CC1C2)c1ccncc1 (stereo not drawn)	7	9%	-12	2%	0	10%	12%	6%	5%
COC(=O)c1cc(S(=O)(=O)N2c3ccccc3CC2C)cn1C (stereo not drawn)	15	6%	16	3%	28	2%	-1%	-2%	-2%
OCC1(Cc2ccccc2)CCN(Cc2cnc(-c3cccc4ccccc34)nc2)CC1	-10	-7%	8	-3%	-57*	4%	-5%	16%	-7%
Going on with the list.
SMILES	DRD3 agonist	KB-3-1 tox	DRD3 antagonist	SW480 rereplic	IL-1B inflam inh	KB-V1 MDR tox	HT1080 IDH1KD tx	GLP-1R agonist	HT1080NT lethal
CCN(Cc1ccccc1)C(=O)c1ccc(C)c(S(=O)(=O)N2CCCCC2)c1	-6	13%	-14	-14%	0	26%	5%	10%	4%
COc1ccc(OC(=O)N(C)C[C@H]2OCc3cn(nn3)CCCC(=O)N([C@H](C)CO)C[C@@H]2C)cc1	-2	9%	-7	/	24	-6%	8%	4%	16%
COc1ccc(NC(=S)N2CCN(c3ncccn3)CC2)c(OC)c1	3	-1%	-6	-2%	9	-2%	12%	-2%	-1%
CC(C)[C@H](NC(=O)c1ccco1)C(=O)N(C)Cc1ccc(C(F)(F)F)cc1	0	-8%	-1	-13%	19	-6%	-16%	12%	-13%
c1ccc(CCNCCOc2ccccc2)cc1	-3	15%	?	64%	-12	0%	8%	-3%	2%
CCc1n[n+](CC(=O)c2ccccc2)c(N)s1	6	-4%	6	-8%	15	?	-19%	-3%	-6%
CCCCCN=Cc1c(C)[nH]n(-c2nc3ccccc3s2)c1=O	28	2.6µM*	40	12%	-20	2.3µM*	5µM*	-18%	11µM*
COc1ccc(S(=O)(=O)Nc2ccc(F)cc2)c(C)c1C	-4	-15%	-15	0%	-11	0%	-1%	-11%	-1%
